PvdQ acylase – blocks Pseudomonas aeruginosa PvdQ acylase activity | purified PvdQ acylase, fluorescence plate reader | inhibition, % at 10 µM | 0.063% of 340,000 active | AID 488965; in the data active = inhibition above about 30%, passing the limit was not always enough;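 also: 0% = vehicle neutral wells and 100% = reference inhibitor wells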
cardiac RTF act – cardiac RTF calcium sensitization; AID 493008; IANBD-labeled TnC RTF fluorescence at EC20 calcium; 0% EC20 calcium, 100% full calcium; P19429+P45379; 0.24% of 340,000 active; activation, % at 7.2 µM;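 active = activation above the mean over all tested compounds plus 3 SD, cut at about 30% in these data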;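 also: rise in fluorescence read as greater calcium sensitivity of cardiac thin filaments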
RTF Ca sens inh – cardiac RTF calcium desensitization. P19429+P45379. IANBD-labeled cardiac RTF, Ca2+ fluorescence. inhibition, % at 7.15 µM. 0.12% of 340,000 active. AID 493244;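 active = inhibition above the mean inhibition of all tested compounds plus 3 SD, cut at about 17% in these data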;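 also: assay run at fixed EC70 calcium of 1.6 mM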
Rtt109 HAT inh – blocks Candida albicans Rtt109/Vps75 acetyltransferase activity; Q5AAJ8; inhibition, % at 34.9 µM; purified Rtt109/Vps75, ThioGlo CoA-SH fluorescence, 4 h; 0.16% of 330,000 active;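 active = inhibition of at least 50% in every replicate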
Target sequence (Q5AAJ8 whole entry, looked up): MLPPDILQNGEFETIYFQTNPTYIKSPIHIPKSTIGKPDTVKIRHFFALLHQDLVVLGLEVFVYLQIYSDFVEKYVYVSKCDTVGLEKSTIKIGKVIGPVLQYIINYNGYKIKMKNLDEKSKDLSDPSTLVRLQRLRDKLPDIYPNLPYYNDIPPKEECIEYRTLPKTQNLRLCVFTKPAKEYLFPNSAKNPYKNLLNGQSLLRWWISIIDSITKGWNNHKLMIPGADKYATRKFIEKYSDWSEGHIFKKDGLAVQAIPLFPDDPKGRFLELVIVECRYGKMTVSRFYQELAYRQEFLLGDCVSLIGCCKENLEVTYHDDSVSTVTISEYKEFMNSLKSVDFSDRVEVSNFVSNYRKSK
Keap1 Nrf2 FP – disrupts human Keap1 binding to Nrf2 peptide | Q14145 | Keap1 Kelch-Nrf2 peptide fluorescence polarization, 1536-well | inhibition, % at 9.4 µM | 0.15% of 340,000 active | AID 504523; in the data active = inhibition above about 12%;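 also: human Keap1 Kelch domain with fluorescein labeled Nrf2 9mer peptide probe; 0% = neutral control wells and 100% = peptide positive control; higher means more block of Keap1 binding to Nrf2 peptide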
SUMO Mot1 rescue – SUMOylation pathway inhibition by Mot1-301 growth rescue; growth rescue, % at 18.8 µM; 1% of 320,000 active; S. cerevisiae Mot1-301 growth rescue, ATP luminescence, 38.5C; percent above DMSO median, 100 means doubled;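 active = every valid replicate shows activation above 250% relative to neutral control wells; inactive = the rest, any valid replicate at or below 250%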;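 also: OY570 slx delta 5 strain wells were the positive control but not used for scaling; some compounds called inactive have numbers as strong as hits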
CDK5 inh – inhibitors of human CDK5/p35 kinase; Recombinant CDK5/p35, ADP-Glo luminescence, 60 min; inhibition, % at 10 µM; 0.01% of 330,000 active; AID 488839;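 active = highest replicate inhibition of at least 50% and at least 75% of replicates reaching 50%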;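 also: plate controls were DMSO neutral control for no effect and GW8510 at 10 µM for full effect; many of its hits are not listed in these tables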
C-LANA FP – KSHV C-LANA DNA binding inhibition; 0.078% of 340,000 active; AID 504423; MBP-C-LANA/FAM-LBS DNA binding, fluorescence polarization; inhibition, % at 9 µM;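 active = highest replicate inhibition at or above 60% at 9 µM, even if other replicates fall short; inactive = all replicates below 60% inhibition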;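 also: 0% = neutral control wells and 100% = 4 µM acridine orange control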
NSD2 HMT inh – NSD2 (human) methyltransferase inhibition; O96028; 0.54% of 310,000 active; NSD2 peptide methylation, AlphaScreen, 120 min; inhibition, % at 12.5 µM; in the data active = inhibition above about 50%
PfHsp90 set2 – growth inhibition of yeast expressing Plasmodium Hsp90 | S. cerevisiae expressing PfHsp90, BacTiter-Glo ATP, 48 h; yeast lacking PDR1 and PDR3 efflux regulators | inhibition, % at 9.4 µM | 0.32% of 310,000 active | AID 504621;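 active = every replicate shows inhibition above about 80%, whatever the replicate mean, limit read from the data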;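 also: 0% = DMSO neutral controls and 100% = 20 µM radicicol positive controls; yeast relying on Plasmodium falciparum Hsp90 in place of its own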
dFosB act – mouse delta FosB homodimer activation; P13346; purified delta FosB, TAMRA-CDK5 oligo fluorescence polarization; percent of positive-control signal above neutral wells; activation, % at 25 µM; 0.99% of 340,000 active;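 active = mean activation above about 17%, with every replicate also reaching it, limit read from the data, passing the limit was not always enough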;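 also: fluorescence polarization rise as delta FosB binds a TAMRA Cdk5 AP-1 oligo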
Target sequence (P13346 whole entry, looked up): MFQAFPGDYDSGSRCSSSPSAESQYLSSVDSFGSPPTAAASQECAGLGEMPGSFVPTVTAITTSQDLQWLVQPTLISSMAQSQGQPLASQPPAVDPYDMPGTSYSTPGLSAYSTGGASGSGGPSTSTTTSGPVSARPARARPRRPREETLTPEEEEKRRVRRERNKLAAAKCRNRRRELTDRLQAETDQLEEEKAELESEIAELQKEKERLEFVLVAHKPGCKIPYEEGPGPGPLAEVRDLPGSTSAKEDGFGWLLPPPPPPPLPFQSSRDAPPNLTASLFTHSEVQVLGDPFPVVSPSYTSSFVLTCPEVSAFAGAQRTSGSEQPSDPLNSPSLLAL
An asterisk follows results filed as active; / = not tested or not shown.

Results follow in this order: PvdQ acylase	cardiac RTF act	RTF Ca sens inh	Rtt109 HAT inh	Keap1 Nrf2 FP	SUMO Mot1 rescue	CDK5 inh	C-LANA FP	NSD2 HMT inh	PfHsp90 set2	dFosB act
Cc1ccc(S(=O)(=O)N2CCN(C(=O)CN3CCc4ccccc4C3)CC2)cc1
 : -11	-8	-3	5	1	-1	1.1	0.0	2	34	-9
COc1ccccc1Oc1ccc(S(=O)(=O)N2CCCCC2)cc1NC(=O)CCNC(C)=O
 : -4	-3	-8	-5	-4	-13	-0.4	-0.3	0	-8	-11
O=C(COC(=O)C1(c2ccc(Cl)cc2)CCCC1)NCc1ccco1
 : -13	3	-10	9	-6	-2	-0.2	0.6	0	-40	-5
CC(=O)C1=C(c2ccccc2)NC(=O)NC1c1ccccc1 (centres undefined)
 : -9	-2	-9	-4	2	128	-2.2	0.8	0	-15	4
COC(=O)c1cc(NC(=O)C2(S(=O)(=O)c3ccc(Cl)cc3)CC2)cc(C(=O)OC)c1
 : -13	0	-22	-4	-7	11	-3.0	1.3	-3	0	3
O=C(O)c1ccc(COc2ccc3ccccc3c2)o1
 : -10	0	5	-5	0	-4	-3.3	-0.2	0	-13	2
O=C(CSc1nc2ccccc2c(=O)n1NC(=O)Cc1ccccc1)NCCc1ccccc1
 : 25	2	-3	1	0	10	-1.3	-1.1	-2	9	-6
COc1ccc(N/C=C/C(=O)C(F)(F)F)cc1
 : 2	3	-3	-5	1	/	0.8	-0.5	-5	-10	9
COc1ccc(NC(=O)c2nn(C)c3c2CS(=O)(=O)c2ccccc2-3)cc1
 : -13	-3	-3	2	-4	1	-1.4	1.0	1	7	-3
CN(Cc1cccs1)C(=O)Cn1cnc2cc([N+](=O)[O-])ccc2c1=O
 : 1	1	1	-10	4	44	-1.5	1.0	0	9	4
N=C1S/C(=C\c2ccccc2F)C(=O)N1c1ccc(F)cc1
 : -10	1	1	-3	-3	4	-1.4	-1.1	1	/	8
Cc1ccccc1Cc1n[nH]c(=S)n1N
 : -1	-1	2	-2	1	72	2.2	-1.2	-2	-17	-2
Cc1ccc(-n2[nH]c(C)c(/C=N/c3ccccn3)c2=O)cc1
 : 6	-6	1	2	-1	17	1.3	-0.4	-2	35	-4
O=C(N/N=C/c1ccc(Cl)cc1)c1nc2ccc([N+](=O)[O-])cc2c(=O)[nH]1
 : -9	0	-21	/	-6	1	0.3	-0.3	0	-36	-5
Cc1[nH]c2ccccc2c1-c1csc(NC(=O)CN2CCOCC2)n1
 : 6	-1	-1	-2	-2	6	-1.3	1.0	-1	-4	3
O=C(NC12CC3CC(CC(C3)C1)C2)c1ccc(-c2ccc(Cl)cc2)o1
 : -2	-7	4	-6	1	-10	-1.1	-0.7	-4	-33	-11
O=C(NCC(c1cccnc1)N1CCN(c2ccccc2F)CC1)OCc1ccccc1 (centres undefined)
 : -14	8	1	13	-5	25	-0.2	1.3	1	4	-2
Cc1cccc(C(=O)OCC(=O)NCCNC(=O)COC(=O)c2cccc(C)c2C)c1C
 : -11	-1	-1	-2	-3	0	-0.1	1.0	-2	4	-1
COC(=O)C(CC(C)C)NC(=O)c1ccc([N+](=O)[O-])cc1 (centres undefined)
 : -17	0	-5	0	-4	-10	-0.3	0.8	/	1	-2
CCOC(=O)C1=C(COC(=O)c2ccc(OC)c(S(=O)(=O)N3CCOCC3)c2)NC(=O)NC1C (centres undefined)
 : -13	0	-10	5	-8	/	-2.5	0.8	1	24	-10
CN(C)S(=O)(=O)c1ccc(N2CCCC2)c(C(=O)Nc2nc(-c3ccc(F)cc3)cs2)c1
 : -10	7	-4	-5	5	2	1.5	-0.3	-3	-31	-7
COc1ccc(-c2csc(N3CCSCC3)n2)cc1
 : -15	-2	-11	7	-6	0	-1.0	-0.2	0	-23	-8
O=C(O)c1ccc(S(=O)(=O)Nc2ccc(O)c(Sc3nc4ccccc4s3)c2)cc1
 : 2	1	-3	11	3	356	-0.9	2.4	19	-26	0
Cc1ccc2ncnc(Nc3cccc(C(=O)O)c3)c2c1
 : -1	5	-23	-3	-4	-16	-2.4	-0.1	0	-29	-11
CC(C)c1ccc(NC(=O)C2CC(=O)N(C3CCCC3)C2)cc1 (centres undefined)
 : -18	-4	-7	-2	-5	-20	-7.1	-0.7	-3	-24	-5
C/C(=N\O)C1(C)N(O)C(C)(C)C(c2ccc(F)cc2)=[N+]1[O-] (centres undefined)
 : -3	-3	13	-3	-3	8	0.7	0.8	6	-5	12
CCc1ccc(NC(=O)C(C)OC(=O)c2cccc(S(=O)(=O)N3CCc4ccccc4C3)c2)cc1 (centres undefined)
 : -3	-1	0	-2	-2	8	1.8	-0.2	/	33	-9
Cc1ccc(Cl)cc1NC(=S)N(Cc1ccco1)C(C)c1cccs1 (centres undefined)
 : -15	1	-1	-5	-2	10	-1.5	0.5	-1	-3	-3
O=C(CSc1nnc(-c2cccs2)n1Cc1ccccc1)N1CCc2ccccc2C1
 : -7	-1	-5	6	-4	-4	0.0	-1.5	1	0	-12
Cc1cc(C(=O)Nc2nc(C)c(C(=O)N(C)C)s2)ccc1[N+](=O)[O-]
 : 17	0	-21	6	-1	-6	-0.6	0.0	0	-39	4
Cc1cc(Cl)c2oc(C(=O)NCC(C)(C)N3CCOCC3)c(C)c2c1
 : -9	-6	0	-10	-8	9	0.6	0.5	2	-11	-11
OC(COc1ccc(Cl)cc1)CSc1ccccn1 (centres undefined)
 : -8	7	-2	-2	-2	-4	1.9	3.5	-5	-4	-5
COc1ccccc1-c1nc(S(=O)(=O)c2ccccc2)c(N2CCOCC2)o1
 : -14	4	-3	-5	-54	16	-2.7	-2.3	1	26	-1
Cc1c(Cl)cccc1NC(=O)Nc1cc(C(C)(C)C)nn1C
 : -10	-3	1	-5	3	2	0.7	0.3	-1	-4	-2
COC(=O)c1nn(-c2ccccc2)nc1-c1nn(-c2ccccc2)nc1C(=O)OC
 : -22	-8	-9	-6	1	12	0.3	-3.0	-1	-12	23*
Cc1ccc(NC(=O)CSc2nnc(Cc3ccccc3)o2)c(C)c1
 : 0	4	-13	2	1	52	1.1	-1.1	-2	6	-6
CCCOc1ccccc1C1NC(=O)NC(C)=C1C(=O)OCCOC(C)C (centres undefined)
 : -13	1	1	1	-3	-4	1.7	2.1	1	-22	-6
CSc1ccc(Cl)c(C(=O)NCCOc2cc(C)ccc2C(C)C)c1
 : 2	5	4	4	4	-15	4.1	-1.2	-1	-6	-4
CCOc1ccc(NC(=O)Cn2nnc(-c3ccccc3NC(=O)C3CC3)n2)cc1
 : -13	-1	-37	2	-3	4	-1.2	0.3	2	35	60*
O=C(CCCn1c(=O)[nH]c2ccsc2c1=O)NC1CCCCC1
 : 12	-4	-6	0	-5	9	-5.5	-0.5	-7	-14	-10
Cc1ccc(S(=O)(=O)NC(C(=O)N2CCOCCOCCOCC2)C(C)C)cc1 (centres undefined)
 : -2	-6	2	-1	-3	-9	2.2	-2.0	-2	-3	-5
CN1CCN(c2nc(-c3ccc(Br)cc3)nnc2-c2ccccc2)CC1
 : -5	0	-5	15	-5	-23	-0.8	-0.6	/	/	-16
O=[N+]([O-])c1c(NCCO)cc(N2CCCCCC2)c2nonc12
 : -12	-3	1	9	-4	-15	-1.2	-0.3	16	11	-9
NS(=O)(=O)c1ccc(CCNC(=O)c2cccc([N+](=O)[O-])c2)cc1
 : 2	-1	-1	3	-2	-10	0.1	-0.4	2	-6	-6
CC12CN3CC(C)(CN(C1)C3c1ccccc1F)C2 (centres undefined)
 : 14	-4	-4	20	-2	-9	0.3	1.1	-1	7	-4

Some entries already given, showing only Keap1 Nrf2 FP.
molecule	Keap1 Nrf2 FP
COc1ccccc1-c1nc(S(=O)(=O)c2ccccc2)c(N2CCOCC2)o1	-54
Cc1cc(Cl)c2oc(C(=O)NCC(C)(C)N3CCOCC3)c(C)c2c1	-8

(listing goes on)
Results follow in this order: PvdQ acylase	cardiac RTF act	RTF Ca sens inh	Rtt109 HAT inh	Keap1 Nrf2 FP	SUMO Mot1 rescue	CDK5 inh	C-LANA FP	NSD2 HMT inh	PfHsp90 set2	dFosB act
Cc1cc(C(=O)CN2C(=O)C(=O)N(Cc3ccco3)C2=O)c(C)n1CCc1ccc(F)cc1
 : -7	-4	-2	6	1	17	-1.6	-0.8	0	-13	-2
N#Cc1c(F)cccc1N1CCC(C#N)CC1
 : 9	10	3	3	-6	-6	-0.7	-4.5	5	3	7
CN(C)C(=S)N=c1ssc(=S)n1Cc1ccccc1
 : -2	-3	-6	0	1	/	-0.4	-1.9	-6	-16	-1
CC(C)CN(C(=O)CCCSc1nc2ccccc2[nH]1)c1c(N)n(Cc2ccccc2)c(=O)[nH]c1=O
 : 2	7	3	14	-2	0	0.1	3.8	8	/	-9
CCOc1ncccc1C(=O)NNC(=O)c1cccc(S(=O)(=O)N2CCOCC2)c1
 : 3	1	-1	4	-2	16	0.3	1.1	-4	-6	-2
C[C@@H]1C=C(C(=O)N2CCN(Cc3ccccc3)CC2)O[C@H](OCc2ccc(CO)cc2)C1
 : -9	5	-17	3	-3	-6	-5.2	-0.5	/	19	-6
CCc1nnc(NC(=O)CCC(=O)N2CCN(c3cc(C)ccc3C)CC2)s1
 : 9	-2	-4	7	2	231	-1.3	1.4	1	4	-6
COc1cc(C(=O)NC(C)c2ccccc2)ccc1OCC(=O)N1CCOCC1 (centres undefined)
 : -4	2	-7	-3	-2	-14	0.8	0.0	-4	-13	3
COc1ccc(CNc2cccc(F)c2)cc1Br
 : -5	-1	0	-3	-3	10	-2.8	0.3	-4	-2	-4
Cc1csc(NC(=O)c2ccccc2O)n1
 : 6	8	4	-17	-3	-11	-1.2	-0.6	1	-4	-4
CN1CCC(N(C)C(=S)Nc2ccc(F)cc2)CC1
 : 15	0	-10	-1	0	-10	-2.6	-0.7	1	-14	3
Cc1ccc(NC(=O)C2C3/C=C\CCCCC32)cc1C (centres undefined)
 : 2	-14	1	21	3	-10	0.0	-1.3	-2	3	5
CCN(CC(=O)NCc1ccc(Cl)cc1)Cc1cc(=O)n2ccsc2n1
 : -11	1	5	-2	-5	15	-1.3	0.3	-4	/	1
O=C(NCCN1CCOCC1)Nc1ccc(Cl)cc1Cl
 : -24	6	-7	-5	-6	901*	-0.3	1.5	-2	14	-6
O=C(COc1ccc([N+](=O)[O-])cc1Cl)NCC1CCCO1 (centres undefined)
 : 4	3	1	6	2	2	0.4	-2.2	-1	-19	1
COc1ccc(N2C(=O)CC(C#N)=C2N)cc1
 : -15	1	-4	9	0	3	-0.3	-0.7	2	21	3
O=C(N/C(=C\c1cccc([N+](=O)[O-])c1)C(=O)N(CCO)CCO)c1ccco1
 : 12	4	-12	5	4	-16	0.2	-0.5	0	6	-1
CC1CCCCN1CC(=O)NCc1ccc2c(c1)OCO2 (centres undefined)
 : -20	9	-6	-2	-4	-2	-2.4	-0.9	1	/	1

Screens from PubChem BioAssay.
